Screening results as filed in PubChem BioAssay.
SSB-PriA inh: inhibitors of Klebsiella pneumoniae PriA binding to SSB C-terminal tail; inhibition, % at 33 µM; AlphaScreen SSBct-PriA binding, biotinylated peptide; AID 1272365; 0.6% of 430,000 active; in the data active means inhibition mostly above about 37%, no sharp cut-off; inactive means mostly below about 20%;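 further: plate controls were negative control peptide for no effect and reference peptide for full effect; strong numbers were not always called active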
Yp Topo-I inh: inhibitors of Yersinia pestis topoisomerase I | Y. pestis Topo-I cleavage product accumulation, plate reader | activity, % at 10 µM | 0.064% of 360,000 active | AID 504884; in the data active means activity above about 50%, passing the limit was not always enough; inconclusive means no clear call, values can overlap the other calls; further: inactives centre near 2
Anthrax LF prot: inhibitors of Bacillus anthracis lethal factor protease. 0.12% of 360,000 active. AID 588501. multiplex microsphere protease cleavage assay, LF. inhibition, % at 10 µM. P15917; further: plate controls were buffer without enzyme for full effect and enzyme alone for no effect
BH1578 lux ind: induces V. cholerae light production without autoinducers. V. cholerae BH1578 lux reporter, luminescence, 6 h. AID 588436. 0.16% of 350,000 active. activation, % at 18.7 µM; in the data active means activation mostly above about 9.7%, no sharp cut-off; inconclusive means no clear call, values can overlap the other calls; inactive means mostly below about 3.7%; further: not every result past the cut was called active; inactives centre near 0; reference of the scale not given here
PfHsp40 rescue: compounds rescuing yeast from Plasmodium falciparum HSP40 toxicity; S. cerevisiae expressing PfHsp40, growth rescue, ATP luminescence; growth rescue, % at 12.5 µM; 0.68% of 340,000 active; AID 504582; in the data active means growth rescue above about 28%, passing the limit was not always enough; inconclusive means no clear call, values can overlap the other calls;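 further: yeast W303a lacking pdr1 and pdr3 grown in galactose medium; growth measured after three days at 30 °C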
TcdB inh: TcdB glycohydrolase inhibition; AID 652162; TcdB glycohydrolase enzymatic assay, plate reader; inhibition, % at 9.99 µM; 0.24% of 350,000 active; P18177; in the data active means inhibition above about 10%
Target sequence (P18177 whole entry, looked up): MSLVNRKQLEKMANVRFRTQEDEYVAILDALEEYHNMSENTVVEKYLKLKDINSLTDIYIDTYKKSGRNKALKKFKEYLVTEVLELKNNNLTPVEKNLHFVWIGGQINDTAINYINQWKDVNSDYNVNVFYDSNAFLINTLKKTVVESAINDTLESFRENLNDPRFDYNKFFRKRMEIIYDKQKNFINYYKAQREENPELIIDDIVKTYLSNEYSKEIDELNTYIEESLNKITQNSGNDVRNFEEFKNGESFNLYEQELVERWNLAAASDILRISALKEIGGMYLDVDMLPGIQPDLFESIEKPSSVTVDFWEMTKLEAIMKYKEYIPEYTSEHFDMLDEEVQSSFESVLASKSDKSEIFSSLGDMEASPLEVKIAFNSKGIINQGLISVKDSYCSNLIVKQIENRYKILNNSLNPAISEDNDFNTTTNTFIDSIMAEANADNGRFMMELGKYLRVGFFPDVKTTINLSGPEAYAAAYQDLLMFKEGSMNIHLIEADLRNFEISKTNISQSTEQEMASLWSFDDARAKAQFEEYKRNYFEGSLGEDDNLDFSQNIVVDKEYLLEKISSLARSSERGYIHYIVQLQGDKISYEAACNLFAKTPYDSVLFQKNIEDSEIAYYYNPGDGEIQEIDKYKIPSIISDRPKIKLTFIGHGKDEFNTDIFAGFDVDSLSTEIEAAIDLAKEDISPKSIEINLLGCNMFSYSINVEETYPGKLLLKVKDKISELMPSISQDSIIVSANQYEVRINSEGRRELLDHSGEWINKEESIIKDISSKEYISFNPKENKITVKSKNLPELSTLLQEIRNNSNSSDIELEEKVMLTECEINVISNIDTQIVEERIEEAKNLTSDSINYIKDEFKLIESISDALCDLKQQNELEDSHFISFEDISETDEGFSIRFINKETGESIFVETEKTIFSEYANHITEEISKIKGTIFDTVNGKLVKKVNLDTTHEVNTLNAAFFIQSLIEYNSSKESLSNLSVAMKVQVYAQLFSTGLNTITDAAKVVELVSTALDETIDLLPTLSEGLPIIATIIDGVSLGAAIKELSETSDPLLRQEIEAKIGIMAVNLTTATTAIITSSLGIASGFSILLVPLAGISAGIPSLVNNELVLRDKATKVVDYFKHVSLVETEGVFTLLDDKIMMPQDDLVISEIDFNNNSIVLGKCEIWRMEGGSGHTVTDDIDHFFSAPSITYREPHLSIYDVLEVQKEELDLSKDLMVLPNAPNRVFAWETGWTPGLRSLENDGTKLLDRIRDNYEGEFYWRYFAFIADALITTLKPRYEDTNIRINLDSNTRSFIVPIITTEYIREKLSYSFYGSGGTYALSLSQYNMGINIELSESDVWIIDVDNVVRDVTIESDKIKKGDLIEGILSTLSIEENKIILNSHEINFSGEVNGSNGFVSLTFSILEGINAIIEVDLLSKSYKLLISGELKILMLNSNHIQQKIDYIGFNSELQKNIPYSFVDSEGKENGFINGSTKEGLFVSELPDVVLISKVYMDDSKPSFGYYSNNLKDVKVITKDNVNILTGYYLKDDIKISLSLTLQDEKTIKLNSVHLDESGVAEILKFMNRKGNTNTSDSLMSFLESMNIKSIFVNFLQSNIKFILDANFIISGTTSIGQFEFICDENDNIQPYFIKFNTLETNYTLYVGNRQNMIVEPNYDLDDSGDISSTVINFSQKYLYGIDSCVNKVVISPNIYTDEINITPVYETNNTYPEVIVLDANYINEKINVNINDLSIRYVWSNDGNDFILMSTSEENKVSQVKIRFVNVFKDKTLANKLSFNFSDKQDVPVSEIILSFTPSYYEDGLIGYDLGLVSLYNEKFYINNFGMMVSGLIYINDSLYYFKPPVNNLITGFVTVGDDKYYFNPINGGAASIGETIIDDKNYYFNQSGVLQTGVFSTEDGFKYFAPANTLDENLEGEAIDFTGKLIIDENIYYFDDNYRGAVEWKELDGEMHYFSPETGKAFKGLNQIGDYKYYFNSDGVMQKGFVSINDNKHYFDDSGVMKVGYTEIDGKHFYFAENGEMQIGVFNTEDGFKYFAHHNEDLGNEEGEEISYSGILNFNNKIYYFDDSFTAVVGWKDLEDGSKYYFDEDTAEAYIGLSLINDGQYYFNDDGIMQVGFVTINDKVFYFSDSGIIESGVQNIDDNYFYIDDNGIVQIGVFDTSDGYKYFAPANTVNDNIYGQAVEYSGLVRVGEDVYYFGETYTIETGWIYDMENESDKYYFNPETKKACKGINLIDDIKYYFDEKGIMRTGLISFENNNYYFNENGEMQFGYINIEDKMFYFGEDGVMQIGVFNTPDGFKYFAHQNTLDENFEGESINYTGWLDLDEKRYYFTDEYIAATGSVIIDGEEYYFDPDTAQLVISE
SARS 3CLpro inh: SARS-CoV 3CLpro protease inhibition; P0C6X7; inhibition, % at 6 µM; 0.14% of 290,000 active; recombinant SARS-CoV 3CLpro, quenched FRET peptide cleavage; AID 1706; in the data active means inhibition above about 12%
PrPC surface inh: reduces human prion protein on the cell surface. P04156. cell surface PrPC, TR-FRET read-out. inhibition, % at 13.8 µM. 0.43% of 370,000 active; in the data active means inhibition above about 24%; further: 0% = median of the test wells and 100% = reference compound wells
BoNT-A LC inh2: inhibitors of Botulinum neurotoxin A light chain protease. multiplex microsphere protease substrate cleavage, flow cytometry. inhibition, % at 10 µM. 0.17% of 360,000 active. AID 588499; further: plate controls were buffer without enzyme for full effect and enzyme alone for no effect
An asterisk follows results filed as active; i = inactive; ? = inconclusive; . = no result given. Unless noted, no stated cut-off is given here; in the data, active means inhibition above about 30%; inconclusive means no clear call, values can overlap the other calls; inactive means below that. A portion of the library; count on the stated rates, not on these rows.

SMILES | SSB-PriA inh | Yp Topo-I inh | Anthrax LF prot | BH1578 lux ind | PfHsp40 rescue | TcdB inh | SARS 3CLpro inh | PrPC surface inh | BoNT-A LC inh2
Cc1ccc(NC(=O)N(CCCN2CCOCC2)Cc2cccnc2)cc1C | -15 | 3 | -6 | -0.3 | -1.8 | 1.3 | 1 | -3 | -0.2
O=C(CCNC(=O)c1ccccc1Cl)NCC1COc2ccccc2O1 (stereo not drawn) | 11 | 3 | ? | -5.6 | -0.1 | 1.1 | . | -4 | 3.1
CC1(C)CC(NC(=O)Nc2ccc([N+](=O)[O-])cc2)CC(C)(C)N1 | 10 | -3 | 3 | 0.0 | 0.7 | -0.2 | 3 | -15 | 0.2
CCCCN(CCCC)C(=O)CSc1nnc(-c2cc(OC)c(OC)c(OC)c2)o1 | -12 | 29 | 0 | -0.4 | -1.0 | . | -4 | -2 | -0.9
CCCCN1CC(=O)N2[C@H]3c4ccc(OC)cc4OC[C@@H]3[C@H](c3ccccc3)[C@]2(C)C1=O | 4 | 15 | -2 | -0.8 | 1.0 | 0.8 | . | -1 | -0.6
Cc1cc(NC(=O)CCC(=O)N(c2ccc(F)cc2)C(C(=O)NC2CCCC2)c2ccncc2)no1 (stereo not drawn) | 1 | 6 | 0 | i | -1.0 | . | 5 | 7 | -1.2
C=C1N(CCCCCC(=O)O)C(=O)OC12CCCCC2 | 8 | 3 | 2 | i | -0.4 | . | 0 | -1 | 1.2
Cn1c(Cl)c(C(=O)Nc2ccccc2)c2ccccc21 | -2 | 13 | -3 | -0.2 | -1.2 | . | 0 | -4 | -1.3
COC(=O)C1CCN(C(=O)COC(=O)CNS(=O)(=O)c2ccc(SC)c([N+](=O)[O-])c2)CC1 | -7 | -6 | -6 | i | 0.3 | 1.1 | . | -17 | -2.0
Cc1n[nH]c(C)c1CNCc1c(C(=O)N2CCCCCCC2)nc2ccc(Cl)cn12 | -9 | -9 | -2 | i | -0.1 | 0.5 | 7 | -6 | 0.3
CCn1nc(NS(=O)(=O)c2ccccc2)c2cc3ccc(C)cc3nc21 | 9 | -8 | 0 | -0.3 | -0.6 | 1.4 | 2 | -9 | 1.3
COc1ccc(C(=O)Nc2cc(C)c(NC(=O)c3ccccc3OC)cn2)cc1 | 1 | 30 | -2 | i | 1.8 | 0.2 | -2 | 6 | -0.8
CCOC(=O)c1c(/N=C/C2=C(O)CC(C)(C)CC2=O)sc(C(C)=O)c1C | . | 9 | -3 | -0.9 | 1.7 | 0.1 | 1 | 11 | 0.1
O=c1[nH]c(=S)[nH]c2c1CN(Cc1ccc(F)cc1)CC2 | -23 | 2 | -3 | i | 0.6 | 2.1 | 1 | 6 | 1.5
COc1cnc(-c2ccccc2)nc1Sc1ccccc1 | -7 | -9 | 1 | -0.2 | -0.6 | 0.7 | 4 | -11 | -0.4
Oc1oc(-c2ccccc2Br)nc1C=Nc1ccc(Br)cn1 | 2 | 1 | 0 | i | 0.3 | 0.6 | 2 | -1 | -0.1
CC(CC(=O)NCc1ccco1)S(=O)(=O)c1ccc2c(c1)CCN2C(=O)C1CC1 (stereo not drawn) | 3 | 3 | -2 | -0.4 | -1.6 | -0.4 | -1 | 1 | 1.6
CC[C@@H]1C(c2ccccc2)=NN(c2ccc(Br)cc2)[C@H]1C(=O)N1CCOC1=O | -40 | 1 | -2 | -3.1 | 8.0 | 0.8 | . | 5 | 0.4
COC(=O)c1ccc(-n2ccnc2)cc1 | -7 | 0 | -2 | -0.3 | -1.4 | 0.6 | -4 | 5 | -0.1
O=C(NCc1cccs1)C(Cc1ccccc1)n1cccc1 (stereo not drawn) | 1 | -3 | -8 | i | -0.6 | 2.0 | 3 | -1 | -0.7
CCn1c(SCC(=O)OCC(=O)N2c3ccccc3NC(=O)C2(C)C)nnc1-c1ccco1 | -3 | -11 | -1 | -0.5 | 0.4 | . | 0 | 4 | -0.2
CC1C(=O)N2CCCc3cc(S(=O)(=O)N4CCCCC4)cc1c32 (stereo not drawn) | 0 | -6 | . | -0.7 | -1.5 | 0.9 | . | -2 | .
COc1cc(C(=O)N2CCC(NC(=O)C(Cc3ccc(C(C)C)cc3)NC(C)=O)CC2)cc(OC)c1OC (stereo not drawn) | -6 | 12 | -2 | -6.2 | 0.6 | . | -4 | -3 | 0.0
Cc1ccc(NC(=S)NCC2CCCO2)cc1 (stereo not drawn) | -12 | -5 | -2 | i | -0.4 | . | -2 | -11 | 0.1
N#Cc1cc2c(=O)n3ccccc3nc2n(-c2ccc(Cl)cc2)c1=O | -11 | -8 | -6 | -0.5 | 0.4 | -1.2 | 4 | -3 | 0.9
CCN(C(=O)CSc1nnc(-c2c[nH]c3ccccc23)n1C1CC1)C1CCS(=O)(=O)C1 (stereo not drawn) | 8 | -1 | -3 | -0.9 | -2.1 | 1.5 | . | -5 | 3.9
Cn1nnnc1SCc1nc2ccccc2s1 | -9 | -5 | 1 | 0.4 | 0.4 | . | -4 | 6 | -0.2
CSc1nc2ccc(S(=O)(=O)N3CCCC3)cc2s1 | -6 | 0 | -2 | 0.6 | -0.6 | . | 1 | 6 | -0.3
O=C(CSc1nnc(Cc2cccs2)n1C1CCCCC1)N1CCCc2ccccc21 | -9 | 20 | -1 | 1.3 | -0.3 | . | 1 | 4 | -0.1
Cc1cc(C(=O)COC(=O)c2ccc(O)cc2)c(C)n1CC1CCCO1 (stereo not drawn) | 16 | -1 | -8 | -0.2 | 0.8 | -1.7 | -1 | 1 | 0.3
CCOC(=O)c1ccc(NC(=O)c2ncn3c2C(=O)NC[C@H]3C)cc1 | . | 10 | -7 | i | . | 0.9 | . | -2 | -0.6
CCOC(=O)N1CCN(c2nc(-c3ccc(F)cc3)cs2)CC1 | -3 | 8 | -9 | -0.6 | 2.2 | . | 1 | -3 | -0.8
C/C(=N\NC(=O)Cc1csc(N2CCOCC2)n1)c1ccc(Cl)c(Cl)c1 | . | 26 | -3 | -0.3 | -0.2 | -0.2 | 7 | 1 | -0.1
COC(=O)CSc1nnc(CNC(=O)Cc2ccccc2)n1C | -9 | 2 | -2 | i | -0.4 | 1.7 | 0 | -3 | -0.7
Nc1nnc(C(=O)c2ccccc2N)s1 | 10 | 4 | 0 | -2.0 | -0.8 | 0.6 | 4 | . | -1.7
Cc1cccc(N2CCN(C(=O)CCCn3c(=O)c4cccn4c4cccnc43)CC2)c1C | 9 | 23 | -3 | i | -0.1 | -0.1 | -4 | 2 | 1.2
S=C(NNc1ccc2ccccc2c1)NC1CCCCC1 | 28 | 2 | 5 | i | 244* | . | -2 | 4 | 6.9
CC(=O)Nc1cccc(NC(=O)C2CC3CCC2C3)c1 (stereo not drawn) | -11 | 4 | 0 | i | -1.9 | . | 1 | -1 | 0.0
CN1CCN(NC(=O)COc2cccc(C(F)(F)F)c2)CC1 | 1 | -3 | -7 | -0.5 | 0.1 | -1.0 | -1 | -5 | 0.0
CCCc1cc2c(=O)c(-c3ccc4c(c3)OCCO4)coc2cc1OS(C)(=O)=O | -8 | 12 | -1 | -0.3 | 0.3 | 2.5 | -4 | 14 | -0.3
COc1ccc(/C=C/c2nnc(NC(=O)COc3cccc(C)c3)s2)cc1 | -1 | 30 | 0 | -0.4 | -2.5 | 0.8 | -5 | -7 | -0.4
O=C(CN1C(=O)C2C3C=CC(C3)C2C1=O)OCC(=O)c1ccccc1 (stereo not drawn) | -4 | 3 | -1 | -0.3 | -0.9 | 0.1 | -2 | 0 | 0.3
O=C(NCC1CC1)c1csc([C@@H]2O[C@H](CO)[C@H](O)[C@H](O)[C@H]2O)n1 | . | 3 | -1 | -0.9 | . | -3.7 | . | 14 | -0.4
COc1cccc(/C=N/NC(=O)c2ccc(COc3ccc(Cl)cc3Cl)o2)c1 | . | 4 | -2 | i | -0.9 | . | -7 | 2 | 0.3
COc1ccc(CCN(C)CC(O)COC(c2ccc(F)cc2)c2ccc(F)cc2)cc1OC (stereo not drawn) | 7 | 25 | -3 | i | -1.5 | 2.0 | 2 | -19 | -0.9
COc1ccccc1OCCC(=O)Nc1cccc(S(=O)(=O)N2CCCCC2)c1 | -7 | 14 | 0 | i | 0.8 | . | 4 | -2 | 1.2
CC(C)CNC(=O)c1cc(-c2ccc(Br)cc2)on1 | -25 | 1 | 1 | 0.5 | 0.1 | 0.9 | 8 | . | -0.6
CCC/C=C1/CCCOC(C(=O)NCc2cc(C)n(C)n2)(C(F)(F)F)C1 (stereo not drawn) | -5 | -8 | 0 | 0.9 | -1.2 | 0.7 | . | 4 | 1.0
O=C(Nc1nnc([C@H]2C[C@H](O)[C@@H](CO)O2)s1)c1ccc(Oc2ccccc2)cc1 | . | 2 | -3 | 0.6 | . | 2.6 | . | -1 | -0.3
CC1(c2ccc(O)cc2)NC(=O)N(c2ccccc2)N1 (stereo not drawn) | -1 | -2 | -1 | i | -1.0 | 0.1 | -5 | 10 | -0.7
Cc1ccc(OCC(=O)Nc2ccc3c(c2)nc(CCN2CCC(C)CC2)n3C)cc1 | 4 | 13 | 0 | -0.4 | 2.2 | 0.2 | 0 | 10 | 0.6
O=C(CSc1nnc2ccccn12)Nc1ncc(Cl)cc1Cl | -5 | -3 | -1 | -0.4 | 0.3 | . | 1 | 2 | 0.9
Nc1nc(SCC(=O)Nc2ccccc2C(F)(F)F)[nH]c(=O)c1-c1ccccc1 | -2 | -7 | 0 | -0.2 | 1.3 | -0.4 | 4 | 6 | -2.2
CC1CCN(C(=O)C2CCN(C(=O)c3ccc(C(C)(C)C)cc3)CC2)CC1 | -3 | 27 | -1 | -0.9 | -0.1 | 0.9 | 1 | 4 | 0.2
CSCCC(NC(=O)c1ccc([N+](=O)[O-])cc1Cl)C(=O)OCC(=O)N1CCN(C(C)=O)CC1 (stereo not drawn) | 0 | -4 | -1 | -0.6 | -0.2 | 1.3 | . | -10 | -0.8
CC1CCCN(C(=O)CCCC(=O)N2CCCC(C)C2)C1 (stereo not drawn) | 1 | 2 | -2 | 1.7 | 0.0 | -0.5 | 2 | 3 | 1.6
O=S(=O)(Nc1ccncc1)c1ccc(Cl)c(Cl)c1 | -5 | 0 | -9 | i | -0.9 | 1.8 | -8 | -2 | -1.0
O=C(CN1C(=O)C(=O)N(C2CCCC2)C1=O)Nc1ccc(OC(F)F)cc1 | -3 | -8 | -7 | i | -0.6 | 0.7 | . | 0 | 0.0
CN(C)C(=S)Oc1ccccc1C1(C)OCCO1 | . | -3 | 0 | i | . | -4.0 | . | 12 | -0.1
CCN1CCN(c2nc3c(C)cccn3c(=O)c2/C=C(\C#N)C(=O)NCCCOC)CC1 | 5 | -11 | 0 | i | -0.5 | 0.2 | -3 | -14 | 0.0
Clc1ccc(Cl)c(-c2nc(-c3ccncc3)no2)c1 | -15 | -8 | 15 | 0.0 | -0.7 | 0.3 | 3 | 7 | -3.1
C=CCNC(=O)CSCc1ccc(Br)cc1 | 0 | 3 | -2 | 0.6 | -0.9 | 1.2 | 6 | 4 | 0.5
CC(=O)NCCNC(=O)c1ccc(CSc2nc3ccccc3s2)cc1 | . | 17 | -4 | -0.2 | 0.8 | 1.5 | -1 | -13 | 1.1

Whole records, quoted from the list:
O=C(CSc1nnc2ccccn12)Nc1ncc(Cl)cc1Cl is listed as SSB-PriA inh: -5; Yp Topo-I inh: -3; Anthrax LF prot: -1; BH1578 lux ind: -0.4; PfHsp40 rescue: 0.3; TcdB inh: .; SARS 3CLpro inh: 1; PrPC surface inh: 2; BoNT-A LC inh2: 0.9
Clc1ccc(Cl)c(-c2nc(-c3ccncc3)no2)c1 is listed as SSB-PriA inh: -15; Yp Topo-I inh: -8; Anthrax LF prot: 15; BH1578 lux ind: 0.0; PfHsp40 rescue: -0.7; TcdB inh: 0.3; SARS 3CLpro inh: 3; PrPC surface inh: 7; BoNT-A LC inh2: -3.1

An excerpt of these results, comma-delimited:
canonical_smiles,SSB-PriA inh,Yp Topo-I inh,Anthrax LF prot,BH1578 lux ind,PfHsp40 rescue,TcdB inh,SARS 3CLpro inh,PrPC surface inh,BoNT-A LC inh2
C=C1N(CCCCCC(=O)O)C(=O)OC12CCCCC2,8,3,2,i,-0.4,.,0,-1,1.2
CC1CCN(C(=O)C2CCN(C(=O)c3ccc(C(C)(C)C)cc3)CC2)CC1,-3,27,-1,-0.9,-0.1,0.9,1,4,0.2
